PMI act: phosphomannose isomerase (human) activation; P34949; purified human PMI, coupled resazurin fluorescence, 20 min; stronger effect = higher value; 1 = vehicle control, 0 substrate-free wells; activation factor at 20 µM; 190,000 compounds, 0.005% hits; AID 1214;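 active means activation factor of 2 or more at 20 µM, relative to plate controls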
Target sequence (P34949 whole entry, looked up): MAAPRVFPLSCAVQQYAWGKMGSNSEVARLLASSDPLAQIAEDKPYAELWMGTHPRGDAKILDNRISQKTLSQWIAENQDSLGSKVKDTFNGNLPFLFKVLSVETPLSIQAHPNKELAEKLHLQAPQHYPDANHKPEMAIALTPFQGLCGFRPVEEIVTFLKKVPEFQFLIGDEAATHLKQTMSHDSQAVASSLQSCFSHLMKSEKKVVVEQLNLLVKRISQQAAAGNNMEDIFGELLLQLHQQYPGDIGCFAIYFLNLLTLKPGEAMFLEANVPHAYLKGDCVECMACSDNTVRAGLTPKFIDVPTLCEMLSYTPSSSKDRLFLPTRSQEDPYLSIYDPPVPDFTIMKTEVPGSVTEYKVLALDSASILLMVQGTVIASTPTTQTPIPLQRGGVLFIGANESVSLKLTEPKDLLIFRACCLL
TNAP act hiacc: TNAP (human) activation, high acceptor; P05186; purified TNAP, CDP-star luminescence, 1 M DEA, 30 min; stronger effect = higher value; 0 = EDTA background, 1 = DMSO-only activity; activation factor at 20 µM; 200,000 tested, under 10 active;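 active means activation factor at least 2 at 20 µM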
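Assay system: human TNAP; Input: enzyme diluted 1/800 final; Reagent: CDP-star luminogenic substrate at 100 µM final; Timing: 30 min, room temperature; Signal: luminescence; Evaluation: TNAP activation factor scaled between EDTA and DMSO control wells.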
FLuc inhib CS: counter-screen for luciferase assay inhibitors: firefly luciferase inhibition; inhibition, % at 10 µM; AID 1006; P08659; ATPLite firefly luciferase biochemical luminescence, 10 min; 200,000 compounds, 1.5% hits;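 active means inhibition above about 50% when tested at 10 µM, limit read from the data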
Target sequence (P08659 whole entry, looked up): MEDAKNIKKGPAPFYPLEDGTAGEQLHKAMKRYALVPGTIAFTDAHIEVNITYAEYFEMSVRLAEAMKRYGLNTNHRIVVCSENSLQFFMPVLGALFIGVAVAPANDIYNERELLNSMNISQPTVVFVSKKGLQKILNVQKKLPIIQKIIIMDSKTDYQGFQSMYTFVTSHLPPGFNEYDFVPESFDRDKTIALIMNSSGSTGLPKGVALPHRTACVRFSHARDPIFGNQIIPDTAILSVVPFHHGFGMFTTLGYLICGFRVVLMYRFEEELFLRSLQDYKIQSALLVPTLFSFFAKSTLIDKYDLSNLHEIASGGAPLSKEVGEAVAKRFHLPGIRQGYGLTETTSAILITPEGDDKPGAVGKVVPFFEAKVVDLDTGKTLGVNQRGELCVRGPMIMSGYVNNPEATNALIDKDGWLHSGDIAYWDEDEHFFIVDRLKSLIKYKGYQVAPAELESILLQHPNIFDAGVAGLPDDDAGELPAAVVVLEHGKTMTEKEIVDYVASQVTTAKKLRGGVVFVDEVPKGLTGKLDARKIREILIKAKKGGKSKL
NF-kB neuron act: NF-kB expression increase, human neuronal cells; NF-kB reporter expression; stronger effect = higher value; fold change at 12.5 µM; 190,000 compounds, 1.6% hits; in the data active means fold change above about 3.3
TNAP inh hiacc: TNAP (human) inhibition, high acceptor; P05186; 200,000 compounds, 0.03% hits; inhibition, % at 20 µM; purified TNAP, CDP-star luminescence, 1 M DEA;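 active means over 50% inhibition of tissue-nonspecific alkaline phosphatase at 20 µM in the single-dose screen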;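 further: plate controls were DMSO wells for no effect and EDTA-quenched wells as full inhibition for full effect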
FLuc act counter: firefly luciferase counter-screen for stimulation assays; P08659; ATPlite luciferase biochemical, luminescence, 10 min; 0 = ATP-free wells, 1 = DMSO control; activation factor at 10 µM; 200,000 tested, under 10 active;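 active means luciferase activation factor, scaled between plate controls, of at least 2 with compound at 10 µM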
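Material: luciferase plus luciferin reagent, cell-free. Medium: PBS buffer for ATP. Also added: ATP substrate, dispensed from a 10.24 µM working solution in PBS. Doses: test compounds dosed from 2 mM stocks in 100% DMSO. Incubation: 10 min post-reagent at room temperature. Technique: light output (luminescence). Read-out basis: luminescence gain marking luciferase activators.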
APP 5'UTR act: APP 5'UTR luciferase reporter activation; AID 1276; activation, % at 2 µM; SH-SY5Y APP 5'UTR luciferase reporter, luminescence; zero percent = DMSO vehicle wells; 190,000 compounds, 1% hits;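 active means activation above a set limit, based on mean plus 3 SD of controls, cut at about 140% in these data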; further: values of inactives mirror those of a sister screen read the other way
PMI act hi M6P: PMI (human) activation, high substrate; coupled PMI enzyme assay, resazurin fluorescence, 20 min; stronger effect = higher value; 1 = untreated enzyme, 0 = substrate-free blank; 190,000 compounds, 0.34% hits; AID 1216; activation factor at 20 µM; P34949;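 active means activation factor of 2 or more at 20 µM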
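Test system – human PMI in coupled enzyme assay · Timing – 20 min incubation at room temperature · Detection – Diaphorase-driven resazurin-to-resorufin fluorescence, excitation 544, emission 590 nm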
bIAP act: intestinal alkaline phosphatase (bovine) activation. 200,000 compounds, 0.17% hits. purified bovine IAP, CDP-star luminescence, 30 min; stronger effect = higher value; fold of DMSO-control signal, blank-subtracted. activation factor at 20 µM;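 active means activation factor of 2 or more at 20 µM, a signal rise over negative controls twice the positive control's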
TNAP inh noacc: TNAP (human) inhibition, acceptor-free conditions. P05186. AID 1012. 200,000 compounds, 0.26% hits. inhibition, % at 20 µM. purified TNAP, CDP-star luminescence, 30 min;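 active means tissue-nonspecific alkaline phosphatase inhibition above about 50% at 20 µM in the single-dose screen, limit read from the data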;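 further: 0% = DMSO negative control and 100% = EDTA positive control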
* = called active by the depositor. Outcome played no part in choosing rows, and some 3.6% of all compounds hit somewhere here.

SMILES	PMI act	TNAP act hiacc	FLuc inhib CS	NF-kB neuron act	TNAP inh hiacc	FLuc act counter	APP 5'UTR act	PMI act hi M6P	bIAP act	TNAP inh noacc
Cc1cccc(-c2noc(CCCC(=O)Nc3ccc(C(N)=O)cc3)n2)c1	1	1	-7.9	0.77	-4.6	1.1	-6.7	1	0.9	-17.9
FC(F)(F)c1cccc(Cc2noc(CN3CCC(c4ccncc4)CC3)n2)c1	0.9	1	-3.5	0.89	0.2	1	-5.8	0.9	0.9	-5.3
O=C1C2ON(c3ccccc3)C(c3cccnc3)C2C(=O)N1c1ccccc1 (stereo not drawn)	1	1	-10.1	1.28	-3.1	1.1	-3.9	1	0.9	-14.9
COc1ccc(OC)c2c(C)cc(N3CCN(C(=O)c4ccc(C)cc4)CC3)nc12	0.9	1.1	-6.5	0.61	-6.0	1.1	-6.2	0.7	1.1	-13.9
Cc1cc(NS(=O)(=O)c2ccc(NC(=O)Nc3cccc(Cl)c3)cc2)no1	0.9	1	-3.1	1.15	-0.4	1	-6.0	0.9	0.9	-5.5
CCOCCSC1=C(C#N)C(c2cccs2)C(C(C)=O)=C(C)N1 (stereo not drawn)	1	1.1	-4.4	1.16	-5.8	1	3.2	1	1	-11.1
COc1ccc(Cn2c(=O)[nH]c3cc(C(=O)NC4CCCC4)ccc3c2=O)cc1	1	1	3.1	1.31	-1.2	1	6.8	1	1.2	-8.0
CC1=NNC(=O)C1CCC(=O)N/N=C/c1c(Cl)cccc1Cl (stereo not drawn)	1	1	-4.9	1.07	-0.4	1	20.8	1.1	1.1	-0.1
CCn1c(CSc2nc(C)cc(C)n2)nnc1SCC(=O)N1CCCc2ccccc21	0.8	1.1	-1.9	1.01	-7.3	1	-3.5	0.9	1	-11.0
CCOC(=O)C1=C(C)NC(=O)NC1c1cccc(O)c1 (stereo not drawn)	1	1	-5.0	1.15	-0.7	1.1	-11.2	1	0.9	-7.9
CCCCN(CCCC)C(=O)c1cc(Cl)ccc1[N+](=O)[O-]	1	1	-4.5	0.86	-1.9	1	-10.6	0.9	1	-7.6
CC(=O)Nc1ccc(NS(=O)(=O)c2ccc(Cl)c(C(=O)O)c2)cc1	0.9	1	-0.2	1.4	-0.3	1	-28.8	0.9	1	-6.3
CCN(CC)CCN1C(=O)C(=O)/C(=C(/O)c2ccncc2)C1c1ccccc1F (stereo not drawn)	1	1	-5.7	1.07	-2.4	1.1	5.5	1	1	-9.4
O=C(c1ccco1)N1CCN(C(=O)c2oc(=O)c3ccccc3c2-c2ccccc2)CC1	1	1.1	-9.6	1.16	-9.3	1.1	-10.6	0.9	1	-14.9
Cn1c(N)cc(=O)n(Cc2ccccc2)c1=O	1	1	-3.1	1.04	-4.4	1	-15.1	1	0.9	-12.7
O=C(CSc1n[nH]c(=O)[nH]c1=O)c1cccc([N+](=O)[O-])c1	1	1	-0.2	1.08	-3.3	1	-13.2	1	1	-8.7
Cn1nnc2cc(C(=O)N3CCN(c4ccccc4)CC3)ccc21	0.9	1	-5.1	0.97	-2.7	1.1	31.8	0.9	1	-6.7
CCn1c(C)c(C2=CCN(S(=O)(=O)c3ccc(C)cc3)CC2)c2ccccc21	1.1	1	-1.5	0.81	-4.1	1	14.1	0.9	1	-23.0
C=CCNC(=O)CSc1cc([N+](=O)[O-])cc(S(=O)(=O)Cc2ccccc2)c1	1.3	1	-7.7	1.07	-0.6	1.1	0.9	1.2	1	4.6
O=C(Nc1ccccc1N1CCOCC1)C1CCN(S(=O)(=O)c2ccccc2F)CC1	0.9	1	-6.7	0.99	-3.5	1.1	-13.1	1	0.8	-14.0
c1ccc(CC2CCN(c3ncnc4sccc34)CC2)cc1	1	1	1.9	1.68	-0.3	1	25.3	1	1	-10.8
O=C(Cc1ccc(Cl)cc1)Nc1ccc(S(=O)(=O)Nc2cnc3ccccc3n2)cc1	1	1	-1.9	1.03	-2.9	1	-8.3	1	1	-7.1
Cc1ccc(S(=O)(=O)Nc2ccc(C(=O)Nc3cc(C)on3)cc2)cc1	1	1	-9.6	1.07	-0.1	1.1	14.9	1.1	0.9	-3.0
O=C1CNC(=O)N1CC(=O)N1CCCc2ccccc21	1	1	-7.9	1.35	-2.2	1.1	3.7	1	0.9	-13.9
O=C(C1CC1)N(CCN(Cc1ccccc1)C(=O)C1CC1)Cc1ccccc1	1	1	-2.7	1.09	0.2	1	2.3	1	0.9	-6.9
O=C(CN(C1CCCCC1)S(=O)(=O)c1ccccc1)NCc1cccnc1	1	1	-3.5	1.36	0.1	1	3.4	1.1	0.9	-9.8
CCOC(=O)c1[nH]nc2c1C(=O)N(Cc1ccccc1)C2=O	0.9	1.1	-6.4	1.02	-7.2	1.1	10.5	1	0.9	2.0
CCc1ccc(C2=NNC(=Nc3cccc(S(=O)(=O)N(C)C)c3)SC2)cc1	0.8	1	-1.6	1.03	-1.5	1	4.0	1	1	-15.8
Cc1cc(C)nc(SCC(=O)N/N=C\c2sccc2C)n1	1	1	-5.6	1.18	-3.5	1.1	17.0	1	1	-6.5
CCOC(=O)C1=NN(c2ccccc2C)C2=NC(C)=C(C(=O)OC)C(c3cccs3)N12 (stereo not drawn)	1	1	-5.9	1.17	-2.9	1.1	13.5	1	1	-7.4

Taken from above:
Cn1c(N)cc(=O)n(Cc2ccccc2)c1=O in bIAP act is listed with 0.9
O=C(Cc1ccc(Cl)cc1)Nc1ccc(S(=O)(=O)Nc2cnc3ccccc3n2)cc1 in PMI act hi M6P is listed with 1

The list continues.
SMILES	PMI act	TNAP act hiacc	FLuc inhib CS	NF-kB neuron act	TNAP inh hiacc	FLuc act counter	APP 5'UTR act	PMI act hi M6P	bIAP act	TNAP inh noacc
CCC(C)CN1CCC(CO)(Cc2ccccc2Cl)CC1 (stereo not drawn)	0.9	1	-4.8	1.24	-4.0	1	-1.8	0.8	1.2	-5.0
Cc1ccc(S(=O)(=O)N2CCN(C(=O)c3c(C)nn(-c4ccccc4)c3Cl)CC2)cc1	1	1	-7.0	0.75	0.2	1.1	-5.1	1	1	7.6
Cc1cc(C(=O)Nc2ccc(C)c(S(=O)(=O)N3CCOCC3)c2)c(C)o1	1	1.1	-4.6	1.23	-6.6	1	-18.5	0.9	1	-18.1
COc1ccc(Nc2nc(N3CCCCC3)nc3ccccc23)c(OC)c1	1	1.1	-8.7	0.67	-6.6	1.1	-3.9	1	1	-1.7
Cc1c(NC(=O)CSc2ccccc2F)c(=O)n(-c2ccccc2)n1C	0.1	1	0.0	1.01	-0.2	1	19.5	1	1	-8.2
COC(OC)c1ccc(C#N)c(=O)[nH]1	1	1.1	-3.0	1.19	-5.9	1	-46.5	1	1	-13.4
Cc1ccc(NC(=O)COC(=O)CCC(=O)c2cccs2)cc1	1.1	1.1	-6.4	0.99	-8.3	1.1	5.1	1	1	-11.6
CCCC(=O)c1ccc(N2CCOCC2)c(F)c1	1.1	1.2	6.3	1.75	-19.9	0.9	21.5	1	0.9	-13.0
COc1ccc(-c2nnc(SC(C)C(=O)Nc3nccs3)n2-c2ccccc2)cc1OC (stereo not drawn)	1	1.1	-10.6	1.27	-7.6	1.1	11.0	1	0.9	-4.8
N#C/C(=C\c1cccc([N+](=O)[O-])c1)C(=O)NCc1cccnc1	0.8	1	-0.3	1.16	-2.4	1	8.8	0.9	1	2.0
CCCCc1ccc(NC(=O)c2cnccn2)cc1	1.1	1	75.8*	5.75*	-1.6	0.2	174.2*	1.1	0.7	-10.3
COc1ccc(NC(=O)CSc2nnc(Cn3cnc([N+](=O)[O-])n3)n2C)cc1	0.9	1	-5.2	1.24	-4.2	1.1	-3.5	0.8	0.9	-7.0
FC(F)(F)c1cc(-c2ccc(Cl)cc2)nc(NCc2cccnc2)n1	0.9	1	-6.8	1.23	4.4	1.1	-6.3	0.9	0.9	-0.3
COC(=O)C1=C(C)N(CCc2cc(OC)c(OC)c(OC)c2)C(=O)N[C@H]1c1cccs1	0.9	1	-8.1	1.1	-2.1	1.1	2.0	0.8	0.9	-15.1
COc1ccc(C2CC(c3ccccc3)=NN2C(=O)COC(=O)c2nc3nccc(C)n3n2)cc1 (stereo not drawn)	0.9	1	-5.4	1.22	-2.6	1.1	5.3	0.9	1.1	0.2
Cc1c(C(=O)OCc2ccccc2)nnn1-c1nonc1N	0.9	1.1	-5.9	1.16	-6.0	1.1	5.2	1	0.8	-10.3
COC(=O)c1sccc1NC(=O)c1ccncc1	1.1	1.1	-4.6	0.98	-9.7	1	8.0	1.1	1.1	-2.0
CCOC(=O)N1CCC2(CC1)C(C#N)=C(N)Oc1n[nH]c(CSc3ccc(C)cc3)c12	0.8	0.9	-1.8	1.06	5.6	1	-6.1	0.8	1	6.6
COc1ccc(NC(=O)Nc2ccc(F)c(Cl)c2)cc1	1.1	1	1.5	2.64	-2.1	1	106.3	1.1	1	-1.2
Cc1cc(Nc2ccccc2)nn1C(=O)c1ccccc1	1	1	-4.0	1	-2.9	1	-6.8	0.9	0.9	-8.6
N#CC(Cc1ccccc1OC(F)F)c1nc2ccccc2[nH]1 (stereo not drawn)	0.9	1	-2.3	1.52	-1.9	1	-7.1	1	1	-9.6
CCCc1cc(=O)oc2cc(C)c3c(C)coc3c12	1	1.1	-4.7	1.16	-6.0	1	4.9	0.9	0.9	-7.8
CCOc1cc(NC(=O)c2ccco2)c(OCC)cc1NC(=O)Cc1cccc(OC)c1	0.7	1	0.6	0.78	0.3	1	17.6	0.8	0.9	-2.8
C=CCn1c(COc2ccc(F)cc2)nnc1SCC(=O)NC(=O)NCc1ccco1	1.3	1.1	-7.0	1.21	-7.3	1.1	-2.9	1.2	0.9	-2.0
Cc1cccc(NC(=S)NCC(c2cccnc2)N2CCOCC2)c1C (stereo not drawn)	0.9	1	-4.0	0.96	3.7	1	13.6	1	0.6	-0.8
COCCNC(=O)COc1ccc(C)cc1C(=O)c1cc(C#N)c(=O)n(C2CC2)c1	1.1	1	-2.4	1.2	0.5	1	-17.3	1	1.1	-6.0
O=C(NCCCN1CCOCC1)NC12CC3CC(CC(C3)C1)C2	0.9	1	-3.4	0.93	-4.1	1	-0.9	0.9	0.9	-11.1
Cc1cc(C)nc(NC(=O)CSc2nc3ccccc3s2)n1	1	1	24.6	3.07	-3.9	0.8	47.9	1	1	2.3

Record cards, as listed above.
CCCc1cc(=O)oc2cc(C)c3c(C)coc3c12 is listed as PMI act: 1; TNAP act hiacc: 1.1; FLuc inhib CS: -4.7; NF-kB neuron act: 1.16; TNAP inh hiacc: -6.0; FLuc act counter: 1; APP 5'UTR act: 4.9; PMI act hi M6P: 0.9; bIAP act: 0.9; TNAP inh noacc: -7.8
Cc1cc(Nc2ccccc2)nn1C(=O)c1ccccc1 is listed as PMI act: 1; TNAP act hiacc: 1; FLuc inhib CS: -4.0; NF-kB neuron act: 1; TNAP inh hiacc: -2.9; FLuc act counter: 1; APP 5'UTR act: -6.8; PMI act hi M6P: 0.9; bIAP act: 0.9; TNAP inh noacc: -8.6
COc1ccc(NC(=O)Nc2ccc(F)c(Cl)c2)cc1 is listed as PMI act: 1.1; TNAP act hiacc: 1; FLuc inhib CS: 1.5; NF-kB neuron act: 2.64; TNAP inh hiacc: -2.1; FLuc act counter: 1; APP 5'UTR act: 106.3; PMI act hi M6P: 1.1; bIAP act: 1; TNAP inh noacc: -1.2

Screening data deposited in PubChem BioAssay by several laboratories.
